Screening data from PubChem.
NCOA2 inhibitor: inhibits human steroid receptor coactivator 2 | AID 651957 | Q15596 | HEK293 GAL4-SRC2 luciferase reporter, luminescence | actives 0.17% (n = 370,000) | inhibition, % at 9 µM;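 active means inhibition above the mean inhibition of all tested compounds plus 3 SD, set per campaign, cut at about 52% in these data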;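 further: 0% = DMSO treated cells and 100% = cells given Gossypol at 36 µM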
NR2F2 inh: blocks human COUP-TFII nuclear receptor | inhibition, % at 8.6 µM | HEK293T NGFI-A luciferase reporter, luminescence | actives 0.7% (n = 370,000);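 active means inhibition above a per-plate cutoff, mean inhibition of test wells between control levels plus 3 SD, cut at about 38% in these data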;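 further: cells cotransfected with COUP-TFII expression vector driving the NGFI-A reporter; 0% = median of COUP-TF2 test wells and 100% = reporter-only cells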
TROY signal inh: inhibitors of TROY-dependent NF-kB signaling; Q293 LMP1-TROYcd NF-kB luciferase reporter, 4 h; actives 0.98% (n = 360,000); AID 1347056; inhibition, % at 10 µM;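 active means compounds whose plate-normalised and pattern-corrected inhibition of the luciferase reporter signal at the single screening dose is 50% or more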
SRC3 inh: inhibitors of human steroid receptor coactivator 3 (SRC3); Q9Y6Q9; HEK293 GAL4-SRC3 luciferase reporter, luminescence; inhibition, % at 3.6 µM; actives 0.17% (n = 360,000); AID 588352;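 active means inhibition above a per-campaign cutoff, the mean of all compounds plus 3 SD, cut at about 60% in these data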;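 further: 0% = DMSO-treated cells and 100% = gossypol-treated cells at 36 µM; higher means less SRC3-driven luciferase light from the GAL4 reporter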
Target sequence (Q9Y6Q9 whole entry, looked up, the tested form may be a part): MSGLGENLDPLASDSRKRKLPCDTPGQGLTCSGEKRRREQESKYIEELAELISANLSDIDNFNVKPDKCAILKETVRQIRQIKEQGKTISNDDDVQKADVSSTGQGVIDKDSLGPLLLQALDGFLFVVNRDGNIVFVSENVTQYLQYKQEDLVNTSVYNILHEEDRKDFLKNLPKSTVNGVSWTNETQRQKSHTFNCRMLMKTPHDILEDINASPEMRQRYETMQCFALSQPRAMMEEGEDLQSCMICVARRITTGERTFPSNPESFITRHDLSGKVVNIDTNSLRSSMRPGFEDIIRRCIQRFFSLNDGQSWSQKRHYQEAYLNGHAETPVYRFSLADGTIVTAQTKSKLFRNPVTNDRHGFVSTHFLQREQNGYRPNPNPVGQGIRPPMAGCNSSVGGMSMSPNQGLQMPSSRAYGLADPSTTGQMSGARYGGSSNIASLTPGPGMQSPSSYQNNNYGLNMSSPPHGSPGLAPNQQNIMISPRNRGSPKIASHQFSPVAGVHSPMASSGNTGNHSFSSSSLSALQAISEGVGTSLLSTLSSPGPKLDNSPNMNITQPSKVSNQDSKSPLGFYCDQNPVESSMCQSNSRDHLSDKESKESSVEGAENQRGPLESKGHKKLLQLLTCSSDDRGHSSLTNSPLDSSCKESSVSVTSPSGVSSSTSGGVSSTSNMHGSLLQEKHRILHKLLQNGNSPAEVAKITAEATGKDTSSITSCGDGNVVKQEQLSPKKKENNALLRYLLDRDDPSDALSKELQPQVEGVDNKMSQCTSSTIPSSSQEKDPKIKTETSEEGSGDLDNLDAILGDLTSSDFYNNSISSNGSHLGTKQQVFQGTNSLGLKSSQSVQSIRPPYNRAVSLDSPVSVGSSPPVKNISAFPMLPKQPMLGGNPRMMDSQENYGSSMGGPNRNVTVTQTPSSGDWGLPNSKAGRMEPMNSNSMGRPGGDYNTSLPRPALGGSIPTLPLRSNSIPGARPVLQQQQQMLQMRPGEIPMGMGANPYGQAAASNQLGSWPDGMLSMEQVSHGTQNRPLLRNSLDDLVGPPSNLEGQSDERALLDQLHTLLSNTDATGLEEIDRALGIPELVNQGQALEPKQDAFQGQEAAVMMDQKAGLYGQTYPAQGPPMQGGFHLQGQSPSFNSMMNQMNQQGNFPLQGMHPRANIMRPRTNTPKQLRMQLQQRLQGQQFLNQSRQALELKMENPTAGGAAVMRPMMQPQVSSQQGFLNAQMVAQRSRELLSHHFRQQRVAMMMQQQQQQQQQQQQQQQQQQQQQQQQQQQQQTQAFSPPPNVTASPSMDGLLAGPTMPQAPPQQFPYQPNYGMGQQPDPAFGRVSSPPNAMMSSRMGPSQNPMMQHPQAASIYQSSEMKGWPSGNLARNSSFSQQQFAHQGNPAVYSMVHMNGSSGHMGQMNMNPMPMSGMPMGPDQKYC
NR5A2 inv ag: inverse agonists of human LRH-1 (NR5A2) | O00482 | HEK293T StAR-luciferase reporter, LRH-1 transfected, 24 h | inhibition, % at 3.6 µM | actives 0.13% (n = 360,000) | AID 602396;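 active means inhibition above the mean inhibition of all tested compounds plus 3 SD, cut at about 73% in these data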;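 further: 0% = DMSO wells and 100% = reporter-only cells lacking LRH-1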
LMP1 NFkB inh: inhibitors of Epstein-Barr LMP1-induced NF-kappaB reporter | LMP1-induced NF-kappaB luciferase reporter cells, luminescence | inhibition, % at 12.5 µM | actives 0.69% (n = 350,000); in the data active means inhibition above about 41%;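 further: 0% = neutral control wells and 100% = reference inhibitor control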
NOD2 RIPK2 PPI: NOD2-RIPK2 protein interaction inhibition; O43353; CHO BLA complementation NOD2-RIPK2, CCF4 ratio; inhibition, % at 4.98 µM; actives 0.38% (n = 360,000); in the data active means inhibition above about 21%;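 further: 0% = vehicle only and 100% = reference blocker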
C8 TRAIL sens: sensitizes caspase-8 expressing cells to TRAIL | NB7+C8 cells + TRAIL, ATPlite viability luminescence | inhibition (viability loss, TRAIL sensitization), % at 10 µM | actives 1% (n = 360,000);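 active means compounds causing at least 50% loss of cell viability in the single-dose screen, relative to plate controls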
Vif imaging: blocks HIV Vif function. HEK293T cells, Vif self-association by quenched fluorescence, imaging, 24 h. inhibition, % at 7.49 µM. actives 0.35% (n = 340,000); in the data active means inhibition above about 50%, passing the limit was not always enough; further: some results filed as inactive read as strong as hits
TLR9-MyD88 inh: inhibitors of human TLR9-MyD88 binding; actives 0.21% (n = 340,000); inhibition, % at 4.98 µM; Q9NR96+Q99836; CHO BLA complementation TLR9-MyD88, CCF4 FRET ratio;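 active means inhibition above the mean over all tested compounds plus 3 SD, cut at about 21% in these data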;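 further: 0% = DMSO only wells and 100% = clavulanate BLA inhibitor control wells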
SRC1 inh: inhibitors of human steroid receptor coactivator 1 (SRC1) | AID 588354 | HEK293 GAL4-SRC1 luciferase reporter, luminescence | inhibition, % at 3.6 µM | Q15788 | actives 0.12% (n = 360,000);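 active means inhibition above the campaign mean plus 3 SD, with each screening campaign given its own cutoff, cut at about 60% in these data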;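 further: 0% = DMSO treated cells and 100% = gossypol at 36 µM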
* = called active by the depositor; x = no result given. Some of the compounds tested; count on the stated rates, not on these rows.

item	SMILES	Vif imaging	C8 TRAIL sens	SRC3 inh	NCOA2 inhibitor	LMP1 NFkB inh	SRC1 inh	NOD2 RIPK2 PPI	TLR9-MyD88 inh	NR5A2 inv ag	NR2F2 inh	TROY signal inh
1	O=C(CN1CCOCC1)Nc1ccc(Cl)cn1	0	7	1	15	1	4	1	-3	-2	-2	0
2	COc1ccc(S(=O)(=O)N2CCCC(C(=O)Nc3ccc4c(c3)OCCO4)C2)cc1 (centres undefined)	8	16	17	13	7	5	-2	13	-4	2	17
3	O=C(Cn1cc(C(F)(F)F)ccc1=O)N1CCN(S(=O)(=O)c2ccccc2)CC1	4	-8	-20	-28	0	16	-2	-2	-1	-4	-13
4	CN1CCN(C(=O)CCC(=O)c2ccc(F)cc2)CC1	-5	-14	-21	-17	6	-9	3	8	-43	-11	-25
5	CC1(C)CC(NC(=O)COc2ccc(Br)cc2Cl)CC(C)(C)N1	1	-19	7	-5	2	-3	1	-9	2	-1	12
6	O=C(COC(=O)COc1ccc(Cl)cc1Cl)NC1CCS(=O)(=O)C1 (centres undefined)	-4	5	12	-21	-4	-11	2	-10	-6	-2	1
7	CS(=O)(=O)c1ccc(C(=O)N2CCN(S(=O)(=O)c3ccc(C4CCCCC4)cc3)CC2)cc1	3	13	6	-27	7	-5	-10	-6	9	3	20
8	Cc1cc(C)c(C#N)c(SCC(=O)Nc2nonc2N)n1	-9	6	-48	-61	-17	-14	2	-9	-28	-15	-5
9	COc1cc(OC)cc(C(=O)Nc2ccc3c(c2)CCCN3C(=O)c2cccs2)c1	-27	21	-101	-1	21	-29	-7	-3	-33	15	17
10	Cc1nnc(SCc2nc3ccccc3s2)n1N	-4	14	-75	-78	-10	-86	-12	1	-28	-11	19
11	CC1=CCC2C(=O)N(c3ccc(N4CCOCC4)cc3)C(=O)C2C1 (centres undefined)	0	18	-13	-7	-2	-22	-7	-11	-9	-2	15
12	Cc1ccc(-c2nn(-c3ccc(F)cc3)cc2C(=O)NCCCN2CCCC2=O)cc1	-6	15	-9	-24	-11	-7	0	1	2	-2	-27
13	Cc1ccc(S(=O)(=O)N2CCOCC2)cc1NC(=O)CSc1nc(N)cc(N)n1	2	0	7	13	-7	7	-1	-7	-7	-29	8
14	O=C(CNC(=O)c1ccc(Br)cc1)c1ccccc1	4	9	-68	-63	-15	-102	-2	-6	-155	-20	-46
15	O=C(N/N=C1\CCc2ccccc21)c1ccccc1Cl	33	10	-75	-62	-12	-53	-6	-1	-46	-41	-35
16	COc1ccc(CNC(=O)c2ccc(N(C)S(=O)(=O)c3ccc(C)cc3)cc2)cc1	-6	3	14	23	-5	-4	-8	-5	2	13	-10
17	Cc1cc(C)c2c(N)c(C(=O)c3ccc(Cl)cc3)sc2n1	0	0	-4	-8	1	-6	-2	1	-21	-14	-28
18	COc1cc(CNn2c(C)n[nH]c2=S)cc(Br)c1OCc1ccc(F)cc1	1	2	2	5	-29	-6	0	0	-2	-10	-25
19	COc1cc2nc(C3CCC3)nc(N3CCN(c4ccccc4OC)CC3)c2cc1OC	9	9	7	10	14	-4	2	-35	2	18	8
20	O=C(COC(=O)/C=C/c1cccc(F)c1)Nc1ccccc1	-4	-4	5	5	-4	-18	-1	15	3	7	-21
21	COc1ccccc1Nc1ncnc2c1cnn2-c1cccc(C)c1	-13	-3	-45	-12	-11	-38	-3	-14	-33	-6	-67
22	COc1cc(SC)ccc1C(=O)N1CCN(c2ccccc2)CC1	-1	-3	12	-22	3	-3	-11	x	-3	6	-16
23	O=C(CNC(=O)c1ccc(Br)cc1)NCC(=O)OCc1ccc(Cl)cc1	3	7	-5	3	8	-18	-7	-6	3	17	13
24	Cc1ccc(N(O)C(=O)NCCCCNC(=O)N(O)c2ccc(C)cc2)cc1	-6	3	-81	-66	-11	-60	6	11	-3	-19	-44
25	CN(C)S(=O)(=O)n1cnc([C@H]2c3c(ncn3Cc3ccccc3)C[C@H]3COC(=O)[C@@H]32)c1	-4	-9	14	-32	-9	12	-6	3	2	-25	-5
26	Cc1ccc(C)c(N2CCN(c3ccc(N4C(=O)COCC4=O)cc3[N+](=O)[O-])CC2)c1	-2	14	12	-4	2	-13	-1	7	12	-4	8
27	CC(C)N1CCCC(C)(C(=O)Nc2ccccc2)C1 (centres undefined)	x	-10	-6	-18	x	4	5	x	6	-12	-16
28	COc1ccc(Br)cc1C(=O)Nc1cc(C)cc(C)c1	18	4	12	-11	4	-4	6	5	18	19	-10
29	CCCCc1ccc(-c2ccc(Br)cc2)nc1	-1	10	-98	-27	-33	-113	-1	2	-97	-22	1
30	CCOC(=O)CN1C(=O)N2C[C@H]3CON(C)[C@H]3C[C@H]2c2ccccc21	1	-5	-45	-9	x	-40	17	x	1	-11	6
31	Cc1ccc2nc(SCc3ccc([N+](=O)[O-])cc3)nc(C)c2c1	0	-3	-18	9	7	5	-7	7	-4	6	-13
32	COc1ccc(C(CC(=O)O)NC(=O)C2CCCCC2)cc1 (centres undefined)	0	10	-23	-9	2	5	-8	-1	0	-5	0
33	COC(=O)c1ccc(CN2[C@H](C(=O)OC)C[C@@]3(O)[C@H](O)[C@H](O)[C@H](O)C[C@@H]23)cc1	x	-9	-8	6	-6	9	2	-11	16	-20	6
34	COc1cccc(SCc2noc(C(=O)NCC3CC3)c2C(=O)NCC2CC2)c1	-21	-4	7	11	-9	14	-2	-7	9	-1	-11
35	O=C1N/C(=C/c2ccc(Br)cc2)C(O)=C1C=NCc1ccccc1	4	8	10	-11	-4	8	-3	1	-9	-11	12
36	COC(=O)c1ccc(CN2C(=O)C3CCCCC3C2=O)o1 (centres undefined)	1	-6	1	10	11	0	5	4	-2	1	-7
37	CCOC(=O)C1(C)NC(c2cccs2)C2C(=O)N(c3ccc(C)cc3)C(=O)C21 (centres undefined)	10	-4	3	-9	5	-13	1	1	-13	8	-15
38	CN(C)/C=C/C(=O)c1ccn(S(=O)(=O)c2ccccc2)c1	-9	-17	8	-13	3	24	-1	2	-7	-2	-11
39	Nc1ncnc2c1ncn2[C@@H]1O[C@H](CNCc2ccc(-c3cc(C(F)(F)F)ccc3Cl)o2)[C@@H](O)[C@H]1O	-5	13	-1	-27	1	-13	-27	-8	-9	-47	2
40	COc1ccc(CN(CCC#N)C(=S)NC(=O)c2ccccc2)cc1	3	7	5	25	8	-27	-13	-6	10	11	-6
41	CCOC(=O)C1=C(C)N=c2sc(=Cc3ccc(OCC(=O)O)cc3)c(=O)n2C1c1ccc(SC)cc1 (centres undefined)	-1	12	-25	7	x	-12	-3	x	-11	0	-25
42	c1coc(-c2nc3ccccc3s2)c1	11	5	-56	-26	-40	-74	4	-3	-76	-29	0
43	CC(=O)Nc1cccc(C(=O)OCC(=O)NNC(=O)c2cccs2)c1	11	-3	-27	10	-1	4	-6	-1	17	2	-1
44	CCOc1ccc(NC(=O)C(C)C(Cc2ccc(C)cc2)C(=O)O)cc1 (centres undefined)	2	-5	-6	14	-10	13	-4	1	-21	-12	-2
45	Cc1ccc(NC(=O)Cc2ccccc2F)cc1S(=O)(=O)N1CCCCCC1	-32	4	7	22	8	5	6	3	-5	19	30
46	COc1ccc(C(=O)NCc2csc(-c3cccs3)n2)cc1	-4	3	19	16	5	-12	-11	-3	7	14	0
47	CCC(CC)C(C(=O)NCc1ccccc1)N(C)Cc1ccc(Cl)c(Cl)c1 (centres undefined)	x	-22	x	-4	x	x	4	x	5	-4	x
48	COc1ccc(/C=N/Nc2nc(NCc3ccco3)nc(Nc3ccc(OC)cc3)n2)cc1	-5	24	10	-7	-4	-17	-12	1	-2	-1	-4
49	COc1cc(F)ccc1-c1cc(C(=O)Nc2cc(OC)c(OC)c(OC)c2)[nH]n1	-4	-11	-17	-22	x	-9	-4	x	20	-13	-9
50	NS(=O)(=O)c1cccc(C(=O)NC2CCSc3ccccc32)c1 (centres undefined)	5	-13	7	-8	5	10	-2	-6	10	-1	-14
51	O=C(Nc1ccccc1)N(CCCN1CCOCC1)Cc1ccccc1F	-15	-2	5	17	2	5	0	-3	10	9	-3
52	COc1cccc(CN2CCC(CO)(CC3CCCCO3)CC2)c1 (centres undefined)	-2	-11	0	1	3	-29	-3	3	0	4	2
53	O=C(COC(=O)c1ccncc1)Nc1cccc2ccccc12	5	-5	18	-16	1	4	1	4	2	6	9
54	c1ccc2[nH]c(CSc3nnc(-c4ccncc4)o3)nc2c1	15	-8	-3	0	1	-21	-1	5	25	1	x
55	O=C(COc1ccccc1Cl)Nc1ccc2c(c1)OCO2	3	16	-127	-37	-20	-107	-1	6	-127	-46	-59
56	CCn1cc(/C=N\NC(=O)COc2cccc(C)c2C)c(C)n1	x	-10	15	11	13	-39	2	8	-3	-7	3
57	CC(NC(=O)C12CC3CC(CC(C3)C1)C2)C(=O)NCCN(C)C (centres undefined)	7	-3	26	11	5	7	-11	-15	0	2	12
58	C=CCNc1nc(-c2c(C)nc3sccn23)cs1	-1	-8	3	-29	-5	-15	-7	-16	-5	-7	16
59	Cc1ccc(C23CC4CC(CC(NC(=O)NC(C)(C)CO)(C4)C2)C3)cc1	-1	9	4	15	-1	2	16	-8	-14	10	8
60	O=C1Nc2ccccc2C1c1ncc(C(F)(F)F)cc1Cl (centres undefined)	x	0	2	-19	-7	-4	0	4	14	16	6

Continued:
item	SMILES	Vif imaging	C8 TRAIL sens	SRC3 inh	NCOA2 inhibitor	LMP1 NFkB inh	SRC1 inh	NOD2 RIPK2 PPI	TLR9-MyD88 inh	NR5A2 inv ag	NR2F2 inh	TROY signal inh
61	COC(=O)c1ccc(NC(=O)CCn2c(=O)oc3ccccc32)cc1	-3	-1	-29	-5	-3	-13	4	-5	-14	-12	1
62	COCCN(Cc1cn(C)nc1-c1ccccc1F)C(C)C	0	-4	14	-31	-2	1	-8	-8	3	-6	-3
63	COc1ccc(-c2coc3c(CN4CCOCC4)c(O)ccc3c2=O)cc1	0	-6	-2	-10	2	-6	-10	6	-18	-8	-28
64	CS(=O)(=O)N1N=C(c2ccccc2)CC1c1ccc2nccnc2c1 (centres undefined)	6	7	-14	10	-7	-27	-4	-4	-25	-19	-25
65	Cn1cccc1C(=O)NC(=O)CSc1cccc[n+]1[O-]	x	3	13	-6	1	-22	3	1	5	-16	4
66	O=C(CSc1ccccn1)N1CCCC(Nc2ccc(F)c(F)c2)C1 (centres undefined)	-8	-4	-25	1	-2	2	0	-12	11	-1	-9
67	CCCn1nc(C(=O)OCC(=O)Nc2ncc(Cl)c(C)c2Cl)c2ccccc2c1=O	-1	-10	24	10	4	-7	1	-8	-8	21	18
68	Cc1ccc(S(=O)(=O)n2nc(OC(=O)C3CCCCC3)cc2N)cc1	23	16	3	-15	4	-30	5	-6	-2	1	-6
69	CC(C)(C)NC(=O)C(c1cccs1)N(Cc1cccs1)C(=O)c1ccc(CN2CCOCC2)o1 (centres undefined)	-5	-2	8	12	-2	-6	4	x	-1	-15	9
70	CN(C)S(=O)(=O)c1ccc(S(=O)(=O)NCCN2CCOCC2)cc1	28	2	0	21	-8	-1	-14	0	11	3	-2
